S3 lipid droplet – qHTS Assay for Lipid Storage Modulators in Drosophila S3 Cells; Potency in µM for hits, for the others lipid storage change, negative = inhibition, % at the top dose, mostly 46.1 µM; hit rate 0.64% among 320,000; AID 2685; Drosophila S3 cells, BODIPY lipid droplet fluorescence, 18-24 h; cells fed with added oleic acid; active = well fitted inhibition curve with a large enough effect in the signal ratio, with a control signal flat, not every such curve was filed as active; inconclusive = small, poorly fitted or top-dose-only effect, or effect the other way, or a change in a side signal; the % refers to the signal ratio
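Drosophila S3 cells loaded with oleic acid (400 uM, as added) and compounds at several concentrations; lipid droplets imaged by 488-nm laser-scanning cytometry, 500–530 nm intensity and object ratio to cell channel. Percent activity normalized to 20 uM Triacsin C.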
S3 lipid droplet cell count max – recorded beside S3 lipid droplet, whose call it bears; cell number change, %; measured here: cell count max response;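 cells counted by Cell Tracker Red CMTPX staining in the red channel; peak over a dose series mostly up to 46.1 µM; percent activity relative to internal control wells on each plate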
* hit, by the source's call; i = inactive; ? = inconclusive; . = not tested or not shown; [ ] = another dose, or the depositor's remark. % is set by controls: 0 for no effect and ±100 for the full control effect; potency is the fitted concentration of half-maximal effect.

Values run as follows: S3 lipid droplet, S3 lipid droplet cell count max
CC(NC(=O)CN(C)S(=O)(=O)c1cccc2nsnc12)c1ccccc1 (stereo not drawn)
 : ?, .
Cc1cccc(OCc2nnc(SCC(=O)O)n2Cc2ccccc2)c1
 : ?, .
Cc1ccc(C)c(NS(=O)(=O)c2cc(C(=O)NCc3ccco3)ccc2C)c1
 : ?, .
CCOC(=O)CSc1nnc(NC(=O)NC(C)C)s1
 : ?, .
FC(F)(F)c1ccc(-c2nc(=S)[nH][nH]2)cc1
 : ?, .
Fc1ccc(/C=N/c2c(-c3ccc(F)cc3)nc3n2CCS3)cc1
 : -8%, -22
CCc1ccc(N2C(=O)C3NN=C(C(=O)OCc4ccccc4)C3C2=O)cc1 (stereo not drawn)
 : -5%, 23
Cn1c(=O)c2c(nc(Cl)n2CCOc2ccccc2)n(C)c1=O
 : ?, .
COCC1CCN(Cc2nc(-c3cccs3)no2)C1 (stereo not drawn)
 : ?, .
COc1ccc(CCn2c(=O)[nH]c3cc(C(=O)N4CCN(c5ccccn5)CC4)ccc3c2=O)cc1OC
 : -7%, 3
COc1cccc(/C=C2\SC(=S)N(CCCC(=O)N3CCCC3)C2=O)c1
 : -28%, 19
O=C(O)Cc1ccc(NCc2ccccc2Cl)cc1
 : 1%, 1
O=C(CSc1n[nH]c(-c2ccccn2)n1)Nc1cccc(Cl)c1
 : ?, .
Cc1ccc(OCC(=O)Nc2ccc(NC(=O)c3cccs3)cc2)c(C)c1
 : ?, .
CC(=O)c1ccc(NC(=O)CN2C(=O)NC(C)(c3ccc4c(c3)OCCO4)C2=O)cc1 (stereo not drawn)
 : ?, .
Cc1cc(C)n(CCCNC(=O)CN(C)S(=O)(=O)c2ccc(Cl)cc2)n1
 : ?, .
COCCN(Cc1ccccc1)C(=S)Nc1ccc(Cl)cc1
 : 9%, 6
CC1=C(C)CC2C(=O)N(c3cccc4ccccc34)C(=O)C2C1 (stereo not drawn)
 : 24%, 16
Cc1cc(C)c2c(C)nn(C3CCCCC3)c2n1
 : ?, .
COc1cc(OC)c(NS(=O)(=O)c2c(C(=O)N3CCCCC3)c(C)n(C)c2C)cc1Cl
 : i, 22
O=C(CSCCc1ccccn1)Nc1ccccn1
 : i, .
O=C(NCc1cccc(Cl)c1)c1cnn2c1NC(c1ccco1)CC2C(F)(F)F (stereo not drawn)
 : ?, .
CCn1c2ccccc2c2cc(NC(=O)COC(=O)c3ccc(NC(=O)CC#N)cc3)ccc21
 : ?, .
CN(C)/C=N/n1cnc2ccccc2c1=O
 : 12%, 8
COc1ccc(-c2cc3ccc(O)cc3oc2=O)cc1OC
 : ?, .
C/C(=N\Nc1nc2ccccc2[nH]1)c1ccc(Cl)s1
 : ?, .
CC(=O)Nc1ccc(S(=O)(=O)NCCC(=O)OCC(=O)c2cccc(Br)c2)cc1
 : ?, .
Cc1cccc(NC(=O)NCc2ccccn2)c1
 : 1%, 14
COC(=O)c1ccsc1NS(=O)(=O)c1ccccc1
 : -1%, .
O=C(N/N=C/c1ccccc1OCc1ccccc1Cl)c1cccnc1
 : ?, .
Cc1cc(C)c(S(=O)(=O)N2CCCOC2CNC(=O)C(=O)NCCCn2ccnc2)c(C)c1 (stereo not drawn)
 : i, 17
Cc1cc(C)cc(N(CC(=O)NCc2ccc3c(c2)OCO3)C(=O)CCC(=O)Nc2ccccn2)c1
 : ?, .
Cc1ccc(SC(C)C(=O)NCc2cccnc2)cc1 (stereo not drawn)
 : -8%, 13
Cc1c(C2=CCN(S(=O)(=O)c3ccc(Br)cc3)CC2)c2ccccc2n1C
 : 20%, 3
CN1CCN(S(=O)(=O)c2cccc(C(=O)Oc3ccc(Br)cc3F)c2)CC1
 : ?, .
Cn1ncc(Cl)c1C(=O)Nc1nc2ccc(Cl)cc2s1
 : ?, .
COc1ccc(S(=O)(=O)N2CCOCC2)cc1NC(=O)[C@@H]1CCCN1C(=O)c1cccs1
 : 2%, 2
O=C(c1ccc(S(=O)(=O)N2CCc3ccccc3C2)cc1)N1CCCCC1
 : ?, .
COc1ccc(NS(=O)(=O)c2cccc(NC(=O)c3ccc(Cl)nc3)c2)cc1
 : ?, .
CCC[C@@H](NS(=O)(=O)c1ccc(C)cc1)C(=O)Oc1ccc2c3c(c(=O)oc2c1)CCC3
 : -10%, 2

Overlap with the part before: 3 compounds, then new ones.
Values run as follows: S3 lipid droplet, S3 lipid droplet cell count max
O=C(c1ccc(S(=O)(=O)N2CCc3ccccc3C2)cc1)N1CCCCC1
 : ?, .
COc1ccc(NS(=O)(=O)c2cccc(NC(=O)c3ccc(Cl)nc3)c2)cc1
 : ?, .
CCC[C@@H](NS(=O)(=O)c1ccc(C)cc1)C(=O)Oc1ccc2c3c(c(=O)oc2c1)CCC3
 : -10%, 2
CCC(C)C(NC(=O)OCc1ccccc1)C(=O)OCN1C(=O)c2ccccc2C1=O (stereo not drawn)
 : ?, .
COc1ccc2c(c1OC)C(=O)N(c1ccc(C)cc1)C2
 : -4%, -3
COc1ccc(C2=C(C=C(C#N)C#N)C(c3ccccc3C)c3ccccc3O2)cc1OC (stereo not drawn)
 : ?, .
COc1cc(NC(=O)c2cnc(N)o2)cc(C(=O)Nc2cccc(C(F)(F)F)c2)c1
 : ?, .
COc1ccccc1N1CCN(C(=O)c2cc(=O)c3ccc(C)cc3o2)CC1
 : 14%, 3
CCOc1ccc(CCNC(=O)COC(=O)Cc2c[nH]c3ccccc23)cc1OCC
 : ?, .
CCN(CC)S(=O)(=O)c1ccc(N2CC(C(=O)NCCC3=CCCCC3)CC2=O)cc1 (stereo not drawn)
 : i, 3
COc1ccc(N2C(C)=CS/C2=C(/C#N)c2nnc(N3CCOCC3)n2-c2ccccc2)cc1
 : -20%, 0
Cc1sc2ncnc(NCCCN3CCCC3=O)c2c1C
 : ?, .
COc1cccc(NC(=S)NCc2ccccn2)c1
 : ?, .
O=C(COc1cccc(C(F)(F)F)c1)NCC(c1cccs1)N1CCOCC1 (stereo not drawn)
 : ?, .
Cn1c(=O)c2c(nc(Br)n2Cc2ccccc2Cl)n(C)c1=O
 : 19%, 17
Cc1ccc(-n2c(SCC(=O)N3CCOCC3)nc(O)c(Cc3ccccc3)c2=O)cc1
 : ?, .
O=C(/C=C/c1ccc(F)cc1)c1cc(Br)ccc1O
 : 7%, 11
O=C(c1ccco1)N1C(=O)c2cccc3c(S(=O)(=O)N4CCCC4)ccc1c23
 : 10%, 11
CN(C)CCCOC(=O)c1ccc(Cl)cc1Cl
 : ?, .
COc1ccc(-n2c(O)c(/C=N/NS(=O)(=O)c3cccc([N+](=O)[O-])c3)c3ccccc3c2=O)cc1OC
 : 16µM*, -21*
Cc1nc2ccccc2c(=O)n1/N=C/c1ccccn1
 : 14%, -4
CCN(CC)C(=O)C1CCCN(C(=S)Nc2cccc3ccccc23)C1 (stereo not drawn)
 : -27%, -10
Nc1cc(=O)[nH]c(SCC(=O)N2CCCCC2)n1
 : ?, .

4 entries from above, ordered by molecular weight, lowest first:
Values run as follows: S3 lipid droplet, S3 lipid droplet cell count max
O=C(/C=C/c1ccc(F)cc1)c1cc(Br)ccc1O
 : 7%, 11
CCN(CC)C(=O)C1CCCN(C(=S)Nc2cccc3ccccc23)C1 (stereo not drawn)
 : -27%, -10
Cn1c(=O)c2c(nc(Br)n2Cc2ccccc2Cl)n(C)c1=O
 : 19%, 17
Cc1ccc(-n2c(SCC(=O)N3CCOCC3)nc(O)c(Cc3ccccc3)c2=O)cc1
 : ?, .

Continued.
Values run as follows: S3 lipid droplet, S3 lipid droplet cell count max
COc1ccc(C(=O)CSc2nc(N)nc(SC)c2C#N)cc1
 : ?, .
CCOC(=O)c1nnn(-c2nonc2N)c1CSc1ccc(C)cc1
 : ?, .
COc1cc2c(cc1OC)CN(Cc1cc(OC)c3c(c1)OCO3)CC2
 : 20%, 4
CC(=O)NC1(C(F)(F)F)C(=O)Nc2c1c(=O)[nH]c(=O)n2CC(C)C (stereo not drawn)
 : ?, .
CN1C[C@@H]2C(c3ccc(C(F)(F)F)cc3)C3(c4cccnc4)CC2(C3)[C@H]1c1ccccc1 (stereo partly drawn)
 : 1%, 1
NS(=O)(=O)c1ccc(CCNC(=O)CNC(=O)Cc2cccc3ccccc23)cc1
 : 11%, .
Clc1cc(Cl)c(OCc2nc(-c3ccccn3)no2)cc1Cl
 : 15%, -5
O=C(COc1ccccc1F)Nc1nnc(C2CCCC2)s1
 : ?, .
COc1ccc(Cc2nc3ccc(C(=O)NC(C)Cc4ncccc4C)cc3o2)cc1OC (stereo not drawn)
 : ?, .
CNC(=O)c1[nH]cnc1C(=O)N[C@@H](C)C(=O)OCc1ccccc1
 : 0%, 4

No new results follow: entries from further up.
Values run as follows: S3 lipid droplet, S3 lipid droplet cell count max
Clc1cc(Cl)c(OCc2nc(-c3ccccn3)no2)cc1Cl
 : 15%, -5
O=C(COc1ccccc1F)Nc1nnc(C2CCCC2)s1
 : ?, .
COc1ccc(Cc2nc3ccc(C(=O)NC(C)Cc4ncccc4C)cc3o2)cc1OC (stereo not drawn)
 : ?, .
CNC(=O)c1[nH]cnc1C(=O)N[C@@H](C)C(=O)OCc1ccccc1
 : 0%, 4

Other entries
Values run as follows: S3 lipid droplet, S3 lipid droplet cell count max
CCOC(=O)c1[nH]c2ccc(OC)cc2c1NC(=S)N1CCN(c2ccccn2)CC1
 : 6%, 10
CCOC(=O)C(CC)/C(C)=N\NC(=O)c1cccc(C)c1 (stereo not drawn)
 : ?, .
CC(C)CCOc1ccc(C(=O)NCCC(=O)N2CCOCC2)cc1
 : ?, .
Cc1ccc2ccccc2[n+]1CCCS(=O)(=O)[O-]
 : ?, .
Cc1ccc2cc(CN(CCCN(C)C)C(=S)NCc3ccccc3)c(=O)[nH]c2c1C
 : 5%[9.22 µM], 15
CCOc1ccc(N2CC(C(=O)N3CCCCC3)CC2=O)cc1 (stereo not drawn)
 : ?, .
O=C(Cc1ccccc1[N+](=O)[O-])NCc1ccc(Cl)cc1Cl
 : -3%, 2
CC1C(C(=O)Nc2ccccc2)CCCC1(C)C(=O)O (stereo not drawn)
 : 5%, -8
O=C1CCN(C2CCN(Cc3nc(Cc4ccccc4F)no3)CC2)CCN1
 : -8%, -5
COc1ccccc1OCc1nc(C#N)c(N2CCCC2)o1
 : 4%, 11
CCC(=O)Nc1ccccc1C(=O)NC1CCCCC1
 : ?, .
CN1CCN(C(=O)CN(c2cccc(Cl)c2)S(=O)(=O)c2ccccc2)CC1
 : ?, .
CC(C)n1nnnc1SCC(=O)c1c(N)n(C2CC2)c(=O)[nH]c1=O
 : 9%, -6
CNC(=O)CC1C(=O)N(Cc2ccccc2)C(=S)N1NC(=O)c1cccc(F)c1 (stereo not drawn)
 : ?, .
CC(C)CNC(=O)NC1C(NC(=O)NCC(C)C)N(C)C(=O)N1C (stereo not drawn)
 : ?, .
COc1ccc(COc2cc(-c3cccc(OC)c3)nc3ccc(NC(C)=O)cc23)cc1
 : ?, .
C=CCOc1ccccc1C1NC(=O)NC(C)=C1C(=O)NCc1ccccc1 (stereo not drawn)
 : ?, .
O=C(Oc1cccc(-n2cnnn2)c1)c1ccccc1Cl
 : 17%, 0
O=C(O)CCC(=O)Nc1nc(-c2ccccc2)cs1
 : ?, .
O=C(O)CC12CC3CC(C1)CC(n1cncn1)(C3)C2
 : -8%, -5
COCCCN(C(=O)c1ccco1)c1nc(-c2cc(OC)ccc2OC)cs1
 : ?, .
CC1CCCN(S(=O)(=O)c2ccc3c(c2)c(=O)nc2ccccn23)C1 (stereo not drawn)
 : ?, .
Fc1cc(F)nc(NCc2ccccc2)n1
 : ?, .
COc1ccc2c(c1OC)C(=O)N1C2SC(C)(C)[C@H]1C(=O)NC1CC1 (stereo partly drawn)
 : ?, .
Cc1ccc(-n2cc(CNCCc3cscn3)c(-c3ccc(F)cc3)n2)cc1
 : -4%, -8
Cc1sc2c(c1C)c(=O)n(-c1ccccc1)c1nnc(C)n21
 : 4%, 3
CCOCCc1c(O)nc(SCCOc2ccc(C)c(C)c2)[nH]c1=O
 : 16%, -2
CC(C)(C)C1CCC(OC(=O)c2cncc(Br)c2)CC1 (stereo not drawn)
 : ?, .
c1ccc(CN(Cc2ccccc2)c2c3c(nc4ncnn24)CCC3)cc1
 : 13%, 3
O=C(CCN1CCN(Cc2ccccc2)CC1)Nc1cccc(Cl)c1
 : ?, .
COCC(=O)OCC(=O)Nc1ccc(Cl)cc1[N+](=O)[O-]
 : ?, .
C=CCN(C(=O)c1csnn1)C(C(=O)NCc1ccc(F)cc1)c1cccs1 (stereo not drawn)
 : ?, .
CN1C(=O)C2(Nc3ccccc3-c3nc4ccccc4n32)c2ccccc21 (stereo not drawn)
 : ?, .
COc1ccc(C2CC(c3cccs3)=NN2c2ccc(C=O)cc2)cc1 (stereo not drawn)
 : 9%, .
CC(C)NC(=O)NC(=O)COC(=O)c1cc[n+]([O-])cc1
 : ?, .
CCc1nccn1S(=O)(=O)c1ccc2ccc(C)cc2c1
 : 14%, .
O=c1c2ccccc2nc2ccc(N3CCOCC3)nn12
 : ?, .
COc1ccc(/C=N/NC(=O)Cn2nc([N+](=O)[O-])cc2C)c(OC)c1OC
 : -2%, 16
O=C(COc1cccc(C(F)(F)F)c1)Nc1ccc(S(=O)(=O)N2CCCCC2)cc1
 : ?, .
Cc1ccc(/C=C/C(=O)NC2CCS(=O)(=O)C2)cc1 (stereo not drawn)
 : ?, .
Clc1cccc(OCCCn2ccnc2)c1
 : 6%, -2
O=C(CCc1ccccc1)Nc1c(F)c(F)c(F)c(F)c1F
 : ?, .
CN(C)/C=C/C(=O)c1ccc(C(F)(F)F)cc1F
 : 0%, 8
CCNC(=O)[C@H]1O[C@@H](n2cnc3c(N)nc(NCCc4ccc(CCC(=O)O)cc4)nc32)[C@H](O)[C@@H]1O
 : 0%, 2

Screening results deposited in PubChem BioAssay by National Center for Advancing Translational Sciences (NCATS).

The list is partial; the hit share may differ from the screen's.
